Compound activity as filed in PubChem.
BaF3 tox: reduces parental Ba/F3 cell viability, JAK2V617F counter-screen | inhibition, % at 5.6 µM | hit rate 1.1% among 220,000 | CellTiter-Glo ATP luminescence;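 active = inhibition above a per-campaign cutoff, the mean inhibition of all tested compounds plus 3 SD, cut at about 27% in these data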;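 also: 0% = DMSO wells and 100% = JAK Inhibitor I control wells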
eIF4E-4G inh: inhibitors of eIF4E and eIF4G interaction in translation initiation; TR-FRET eIF4E-eIF4GI(517-606) binding, 2 h; inhibition, % at 21.7 µM; hit rate 0.37% among 220,000; AID 782;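 active = inhibition above about 30%, limit read from the data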;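 also: 0% = full FRET control wells and 100% = background wells lacking eIF4GI fragment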
Ba/F3 V617F tox: loss of viability in JAK2V617F-driven Ba/F3 cells; Ba/F3 EpoR-JAK2V617F viability, ATP luminescence; inhibition, % at 5.6 µM; hit rate 1.1% among 220,000; AID 1446;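 active = inhibition above the campaign mean plus 3 SD over all tested compounds, cut at about 24% in these data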;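 also: cytokine-independent growth of Ba/F3 cells driven by EpoR plus mutant JAK2; 0% = DMSO-treated cells and 100% = JAK inhibitor I control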
MDM2 E3 inh: Mdm2 E3 ligase (human) inhibition; Q00987; cell-based MDM2 ubiquitination luciferase reporter, 2 h; 0 = plate control, 100 = twice control, blank-subtracted; signal enhancement, % at 5 µM; hit rate 0.11% among 210,000;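 active = signal enhancement of 30% or more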;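 also: luminescence tracks abundance of the self-degrading MDM2-luciferase fusion protein; higher signal means inhibition of MDM2 E3 ligase activity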
Target sequence (Q00987 whole entry, looked up, the tested form may be a part): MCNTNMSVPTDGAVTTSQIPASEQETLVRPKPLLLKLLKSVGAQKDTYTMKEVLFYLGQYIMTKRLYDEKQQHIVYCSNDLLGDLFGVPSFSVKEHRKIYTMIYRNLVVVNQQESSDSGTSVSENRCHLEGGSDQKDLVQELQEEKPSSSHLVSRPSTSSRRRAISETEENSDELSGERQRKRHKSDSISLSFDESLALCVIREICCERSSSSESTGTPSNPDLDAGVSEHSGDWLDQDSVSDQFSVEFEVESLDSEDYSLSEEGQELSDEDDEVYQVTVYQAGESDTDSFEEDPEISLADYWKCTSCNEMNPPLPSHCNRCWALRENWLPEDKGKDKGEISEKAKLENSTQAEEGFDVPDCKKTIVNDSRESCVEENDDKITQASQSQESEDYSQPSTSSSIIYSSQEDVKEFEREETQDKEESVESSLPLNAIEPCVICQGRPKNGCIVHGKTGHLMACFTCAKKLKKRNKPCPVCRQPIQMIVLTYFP
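Assay system: mammalian cells stably expressing self-ubiquitinating, self-degrading MDM2 E3–luciferase fusion. Quantity: 2000 cells in each well. Medium: DMEM culture medium. Compound dosing: single-point 5 µM. Timing: cell settling 4 h, compound treatment 2 h, both 37 °C. Technique: luciferase luminescence. Read-out basis: percent signal gain over controls, blank-subtracted. Benchmarks: plate controls and plate blanks.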
PERK inhibitor: blocks human PERK kinase; Q9NZJ5; AID 1416; hit rate 0.17% among 220,000; CHO PERK-DD fusion, SEAP luminescence translation reporter; inhibition, % at 5.6 µM;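 active = inhibition above the mean inhibition of all tested compounds plus 3 SD, set separately per screening campaign, cut at about 2.9% in these data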;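 also: PERK kinase domain activated by AP20187 dimerizer at 100 nM; 0% = DMSO with dimerizer and 100% = rapamycin at 8.4 µM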
S1P4 ag: activates the human S1P4 receptor; O95977; S1P4-expressing cell line, agonist reporter assay; activation, % at 4.98 µM; hit rate 0.35% among 220,000; AID 1509; in the data active = activation above about 11%;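 also: 0% = DMSO vehicle and 100% = reference agonist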
NPY2 pot ag: potentiates or activates human NPY-Y2 receptor; P49146; cells expressing NPY-Y2, potentiator/agonist read-out; activation, % at 3.6 µM; hit rate 0.45% among 220,000; AID 1359; in the data active = activation above about 27%;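 also: cells stimulated with NPY near EC25 plus isoproterenol at EC100; 0% = vehicle plus submaximal agonist and 100% = vehicle plus saturating agonist; some results beyond the cut were filed as inactive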
Target sequence (P49146 whole entry, looked up): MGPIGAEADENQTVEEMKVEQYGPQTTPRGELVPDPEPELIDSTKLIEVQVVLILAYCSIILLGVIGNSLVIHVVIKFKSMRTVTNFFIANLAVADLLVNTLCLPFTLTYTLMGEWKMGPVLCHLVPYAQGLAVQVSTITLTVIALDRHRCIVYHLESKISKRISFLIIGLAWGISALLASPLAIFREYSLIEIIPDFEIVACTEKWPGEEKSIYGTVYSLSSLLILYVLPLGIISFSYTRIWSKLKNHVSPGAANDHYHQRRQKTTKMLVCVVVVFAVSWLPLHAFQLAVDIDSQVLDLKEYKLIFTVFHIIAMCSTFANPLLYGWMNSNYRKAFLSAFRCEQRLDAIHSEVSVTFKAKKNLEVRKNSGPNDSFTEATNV
S1P4 antag: antagonists of human S1P4 receptor | S1P4-expressing cells, antagonist mode, reporter read-out | AID 1510 | inhibition, % at 4.98 µM | hit rate 0.26% among 220,000; in the data active = inhibition above about 29%;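 also: 0% = wells stimulated with agonist and 100% = vehicle wells without agonist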
Wee1 stabilizer: inhibitors of human Wee1 degradation | P30291 | HeLa Luc-Wee1K328M stability, luciferase luminescence; 100% = proteasome inhibitor MG132 effect | reporter increase, % at 5 µM | hit rate 1.2% among 220,000 | AID 1321;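 active = activation above the mean of all tested compounds plus 3 SD, set per screening run, cut at about 8.8% in these data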;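 also: cells exposed to compound for 20 h before luminescence read; 0% = DMSO alone and 100% = MG132 at 30 µM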
Active calls of the source: *; / = not tested or not shown; [ ] = dose if it differs, or a comment. Compounds as they come, and some 4.1% of all compounds hit somewhere here.

SMILES | BaF3 tox | eIF4E-4G inh | Ba/F3 V617F tox | MDM2 E3 inh | PERK inhibitor | S1P4 ag | NPY2 pot ag | S1P4 antag | Wee1 stabilizer
COc1ccc(C(C(=O)NC2CCCC2)N(C(=O)c2snc(-c3ccc(F)cc3)c2N)c2cccc(F)c2)cc1 (centres undefined) | 1 | 2[fluorescence artefact?] | -1 | -6 | 0.7 | -0.1 | 5 | 2 | -1
Cc1c(C(=O)N2CCOCC2)oc2ccc(S(=O)(=O)N3CCCC3)cc12 | 4 | 7 | 1 | / | 0.4 | 1.3 | 13 | -1 | -2
O=C(O)c1ccc(N=Cc2nc(-c3ccco3)oc2O)cc1 | 7 | -5 | 0 | 18 | 0.8 | 0.3 | 16 | -12 | 4
COc1ccccc1NS(=O)(=O)c1ccc2c(c1)n(C)c(=O)n2C | 5 | 5 | -3 | -7 | -0.5 | -1.9 | 14 | 12 | -1
Cc1cc(SCC(=O)Nc2c(C)n(C)n(-c3ccccc3)c2=O)n2c(nc3ccccc32)c1C#N | 1 | / | -4 | / | 0.4 | -2.7 | 3 | -26 | -2
COC(=O)c1ccc(C(=O)OC)c(NC(=O)CN(C)Cc2ccccc2)c1 | 7 | 0 | 0 | -9 | -1.1 | -0.2 | -8 | -34 | 0
Cc1cccc(NC(=S)NN2CCN(C)CC2)c1 | 3 | 1 | 1 | -14 | -0.4 | -0.4 | -6 | -3 | -2
CCCN1CN(c2ccccc2)C(=S)N(c2ccccc2)C1 | 0 | -10 | -1 | -17 | -0.4 | 1.3 | -4 | -12 | 1
O=C(CCN1C(=O)C2CC=C(Cl)CC2C1=O)NC1CCCCC1 (centres undefined) | 4 | 5 | 6 | -9 | 0.5 | 0.1 | -12 | -13 | -2
Clc1ccc(Cn2cc(/C=N/n3cnnc3)c3ccccc32)cc1 | 1 | 6 | -4 | 6 | 0.3 | -2.1 | 13 | -3 | -1
CC(=O)Nc1nc(C)nc(-c2ccccc2)c1C(C)=O | 6 | -2 | -2 | 1 | 1.3 | 1.1 | -9 | -9 | 3
CN(C)c1ccc(/C=N/NC(=O)C(O)c2ccc(Br)cc2)cc1 (centres undefined) | 3 | 9 | 3 | -11 | 0.6 | 1.7 | 11 | 4 | -2
C/C(=N\NC(=O)c1ccc(Cl)cc1)c1ccc(N2CCOCC2)cc1 | 4 | 3 | -2 | 6 | 1.3 | 0.6 | 7 | -17 | -3
Cc1cccc(NC(=O)C(=O)C2C(=O)Nc3ccccc32)c1 (centres undefined) | 0 | 3 | 1 | -7 | 0.5 | -0.1 | -5 | -3 | -1
O=c1c2cc(NC(=S)NC3CC3)ccc2nc2n1CCCCC2 | -1 | 1 | -1 | -8 | 0.2 | 1.0 | -7 | -3 | -1
NCC(=O)Nc1ccc(Br)cc1 | 8 | -2 | 0 | -5 | 1.3 | 2.6 | 15 | -10 | -1
CCN(CC)S(=O)(=O)c1cc(Cl)ccc1OC | -1 | 0 | 1 | -12 | 1.8 | -0.5 | -18 | -19 | 0
COCCNC(=O)NC(=O)CSc1nc(C)c(C)c(C)n1 | 5 | 3 | -1 | -3 | 0.1 | -0.8 | -13 | -10 | -1
CCOC(=O)/C=C/S(=O)(=O)c1ccc(NC(C)=O)cc1 | 4 | 2 | 58* | -3 | 0.1 | -0.3 | 4 | 26 | 1
O=C(COc1ccc(Cl)cc1Cl)NCC(=O)N/N=C/c1c[nH]c2ccccc12 | 5 | -7 | -2 | -7 | 0.4 | 0.5 | 12 | -2 | -1
CCCOc1cccc(C(=O)Nc2cccc(NC(=O)c3ccco3)c2)c1 | 1 | -7 | -3 | -18 | -1.4 | -0.6 | -2 | 0 | -3
CCNC(=O)NC(=O)CSc1nc2ccccc2n1CCOC | -1 | 0[fluorescence artefact?] | -3 | -15 | 0.6 | -0.6 | -4 | -9 | -1
COc1cc(NC(=O)COc2ccccc2)c(OC)cc1NC(C)=O | 5 | 2 | -2 | -13 | -0.1 | -1.5 | -4 | -3 | 0
COCC(=O)Nc1ccc(Br)c(C)c1 | 12 | -1 | 3 | -5 | 0.7 | 0.1 | 2 | -9 | 3
CCOC(=O)N/N=C/c1c(F)cccc1F | 2 | 3[fluorescence artefact?] | -5 | -4 | 1.0 | -0.5 | 2 | -2 | 2
Cc1ccc(C)[n+](CC(=O)N2CCCCC2)c1 | 3 | 3 | -1 | 0 | -0.1 | 1.5 | 1 | -12 | 5
Cc1nc(NC(=O)c2cccc(Cl)c2)sc1C(=O)N1CCCCC1 | 4 | -4 | 0 | -17 | 0.3 | 2.5 | 16 | -27 | -1
CCC(=O)Nc1nc(N)n(-c2ccccc2)n1 | 8 | -6 | 3 | -15 | 1.2 | 1.7 | -1 | -5 | 2
CC(C)C(O)(C(=O)NNc1ccccc1)C(C)C | -1 | 4 | -3 | -8 | 1.4 | 1.6 | -1 | -6 | 3
CC12CC3CC(C)(C1)CC(C(=O)NC(=S)N1CCOCC1)(C3)C2 | 4 | 2 | -4 | -35 | 0.9 | -0.5 | 4 | -12 | -1
COc1cc(S(=O)(=O)NCc2ccc3c(c2)OCO3)ccc1Cl | 0 | -9[fluorescence artefact?] | -2 | -11 | -0.1 | 0.3 | -7 | 2 | -1
O=C1C(=C(O)c2ccccc2)C(=O)c2ccccc21 | 3 | 11 | 1 | -18 | 0.5 | 1.2 | -3 | -20 | 1
CC(=O)CSc1nc2ccccc2s1 | 4 | 1[fluorescence artefact?] | 1 | -26 | -0.1 | -1.8 | -5 | 3 | 0
Cc1cc(NC(=O)Nc2cccs2)no1 | 4 | 7[fluorescence artefact?] | 1 | -27 | -0.3 | 0.9 | -12 | -27 | -2
CC(C)OP(=O)(c1ccccc1)c1ccccc1 | 1 | -3 | 0 | -10 | 0.6 | 1.7 | 16 | -27 | 1
Cc1ccc(NC(=S)NC(=O)c2ccc(F)cc2)cc1S(=O)(=O)Nc1ccccc1Cl | 10 | -15 | 1 | -5 | -0.7 | -0.3 | 5 | 1 | -3
CC(=O)Cc1nsc(NC(=O)C2Cc3ccccc3C(=O)O2)n1 (centres undefined) | -1 | -2 | -6 | -5 | 0.0 | -0.4 | -10 | -9 | 1
O=C(CSc1nnnn1C1CCCCC1)N1CCCC1 | 1 | 0 | -4 | -17 | -0.3 | 1.7 | -4 | -10 | 1
O=C(/C=C/NNC(=O)c1cccc(Br)c1)c1cccc(Br)c1 | 6 | -17 | -4 | -2 | 0.0 | -4.7 | 10 | 14 | -2
O=C(COC(=O)C12CC3CC(CC(O)(C3)C1)C2)NCCc1ccc(Cl)cc1 | 3 | -1 | 0 | 17 | 0.7 | 1.5 | 1 | 2 | 2
COc1ccc(S(=O)(=O)N2CCCC(C(=O)O)C2)cc1Cl (centres undefined) | 4 | 3[fluorescence artefact?] | 1 | -11 | 0.6 | 2.4 | -6 | 5 | -2
CCOC(=O)N1CCN(C(=O)c2oc3ccc(S(=O)(=O)N4CCCCCC4)cc3c2C)CC1 | 6 | 10 | 2 | -12 | -0.7 | -0.2 | 11 | 4 | 1
COC(=O)CCCCC1SCC2NC(=O)NC21 (centres undefined) | 6 | 0 | 1 | 1 | -0.1 | 1.1 | 4 | -56 | 0
O=C(Nc1ccc2oc(-c3cccnc3)nc2c1)c1ccc(Br)o1 | 2 | -47 | -2 | -14 | -1.0 | 5.2 | -5 | 4 | 1
C=CCOc1ccc2nnc(C)n2n1 | 4 | -3[fluorescence artefact?] | -2 | -13 | 0.5 | 1.1 | 0 | -2 | -3
CC(=O)C1=C(O)CC(C)(C)CC1=NCCc1nc2ccccc2[nH]1 | 3 | 3 | 102* | 13 | 0.0 | 0.2 | -11 | -4 | 1
CC(=O)ON1C(C)(C)Cc2noc(N)c2C1(C)C | 7 | -3 | 1 | 0 | 1.5 | -1.4 | 55* | 18 | 1
CCc1ccccc1NC(=S)N(CCN(C)C)C(C)c1ccccn1 (centres undefined) | 4 | 4[fluorescence artefact?] | 1 | -7 | -1.4 | 2.3 | -8 | -1 | -1
CS(=O)(=O)N(CC(N)=O)c1cccc(Br)c1 | 93* | 3 | 1 | -1 | 0.3 | 0.7 | -2 | -9 | 1
COc1cccc(OC)c1C(=O)Nc1ccc(CN2CCCCC2)cc1 | 0 | 4[fluorescence artefact?] | 1 | -68 | -0.7 | 0.6 | 7 | -6 | 0
COc1ccc(CC(=O)NCc2ccc3c(c2)cc(C)n3C)cc1 | 4 | 0 | 6 | -32 | -0.2 | -0.7 | 10 | 0 | -1
CCc1cc2cccc(C)c2nc1SCC(=O)Nc1cc(C)on1 | 1 | -2 | -4 | 3 | 1.1 | -0.2 | -5 | -8 | -2
CCOc1ccc(Cn2c(=O)sc3ccccc32)cc1OC | -5 | 4 | -1 | / | 1.4 | 0.1 | -23 | 4 | 0
Cc1ccc(/C=C2\NC(=S)NC2=O)cc1[N+](=O)[O-] | 0 | 0 | 2 | -15 | 0.4 | 0.6 | 0 | 2 | -2
Cn1c(CC(=O)Nc2ccc(Cl)c(Cl)c2)nnc1SCC(=O)N1CCN(c2ccccc2)CC1 | -2 | -2 | -2 | -4 | 0.5 | 0.5 | -1 | -19 | 2
COc1ccc(OC)c(C(C)NC(=O)c2ccco2)c1 (centres undefined) | 3 | 1[fluorescence artefact?] | -4 | -15 | 0.2 | 0.9 | -2 | -11 | 0
COCCN(C(=O)C(C)C)c1nnc(-c2cccc(C)c2)s1 | 2 | 0[fluorescence artefact?] | 1 | -13 | -0.7 | 2.0 | 2 | -24 | 0
COc1ccc(C(=O)CSc2nc3ccccc3n2CC(=O)c2ccccc2)cc1 | -3 | -17 | -1 | -24 | -1.2 | 2.4 | -1 | -22 | -1
O=C(N1CCCCC1)N1CCN(c2ccc(Cl)cc2)CC1 | 2 | 4 | -1 | 7 | 0.2 | -0.7 | 10 | -17 | 2
CCCCSC(=S)NC1CCS(=O)(=O)C1 (centres undefined) | 3 | 17 | -2 | -5 | 1.1 | 0.0 | 7 | -15 | -1

Entries of single compounds, quoted from the list. Order of values: BaF3 tox, eIF4E-4G inh, Ba/F3 V617F tox, MDM2 E3 inh, PERK inhibitor, S1P4 ag, NPY2 pot ag, S1P4 antag, Wee1 stabilizer
Listed for `CC(=O)C1=C(O)CC(C)(C)CC1=NCCc1nc2ccccc2[nH]1` : 3, 3, 102*, 13, 0.0, 0.2, -11, -4, 1
Listed for `COc1cccc(OC)c1C(=O)Nc1ccc(CN2CCCCC2)cc1` : 0, 4[fluorescence artefact?], 1, -68, -0.7, 0.6, 7, -6, 0

The listing continues:
SMILES | BaF3 tox | eIF4E-4G inh | Ba/F3 V617F tox | MDM2 E3 inh | PERK inhibitor | S1P4 ag | NPY2 pot ag | S1P4 antag | Wee1 stabilizer
Cc1ccc(N2C(=O)NC(NC(=O)c3ccc(Cl)cc3)(C(F)(F)F)C2=O)cc1 (centres undefined) | 0 | 3[fluorescence artefact?] | 0 | -4 | 0.4 | -0.7 | -13 | -12 | 1
CN1CC(=O)N(CC(=O)Nc2ccc3c(c2)CCC3)C1=O | 5 | 1 | -1 | -12 | 0.0 | 1.1 | 11 | 1 | -4
COc1ccc(OC)c(-n2c(=S)[nH]c3c(sc(=S)n3-c3ccccc3C)c2=O)c1 | 10 | -2 | 5 | -8 | -0.4 | -1.1 | -6 | -6 | -2
CCn1cc(C(=O)N2CCN(c3ccccc3F)CC2)c(=O)c2ccc(C)nc21 | -2 | 2 | 2 | -2 | 1.3 | 1.9 | -22 | 21 | 0
